Assay outcomes from PubChem.
hgDAF-12 ag – agonists of H. glycines DAF-12 nuclear receptor. HEK293 GAL4-hgDAF12 UAS-luciferase reporter, agonist luminescence; normalized to butyrate control. activation, % at 6.8 µM. 370,000 compounds, 1.8% hits. AID 687014;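 active = activation above a cutoff set at the mean of all screened compounds plus 3 SD, cut at about 10% in these data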;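 also: 0% = DMSO wells and 100% = sodium butyrate wells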
ssDAF12 agonist – S. stercoralis DAF-12 activation, primary screen; HEK293 ssDAF-12/GRIP1 lit1-tk-luc reporter, luminescence; % of 3 µM dafachronic acid response; 370,000 compounds, 1% hits; activation, % at 6.8 µM;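 active = activation above the mean over all tested compounds plus 3 SD, cut at about 0.9% in these data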;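 also: 0% = DMSO-only wells and 100% = 3 µM delta7-dafachronic acid wells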
DAX1 inh-1 – inhibitors of DAX1 repression of SF-1 activated StAR promoter. HEK293T StAR-luciferase reporter, SF-1/DAX-1 repression relief. inhibition, % at 6.8 µM. 370,000 compounds, 1.1% hits. AID 652010;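 active = inhibition above the mean over all tested compounds plus 3 SD, cut at about 3.6% in these data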;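 also: 0% = DAX-1 cells with DMSO and 100% = cells lacking DAX-1 with DMSO; higher inhibition means more luminescence from relief of DAX-1 repression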
ADAM17 inh – inhibits human ADAM17; P78536; recombinant ADAM17, EDANS/DABCYL FRET peptide cleavage; inhibition, % at 6.95 µM; 370,000 compounds, 0.83% hits; AID 720648;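 active = inhibition above the mean of compounds lying between control limits plus 3 SD, set per campaign, cut at about 8.5% in these data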;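 also: 0% = DMSO-only wells as the low control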
HGIII-sPLA2 inh – Inhibits HGIII-sPLA2 liposome hydrolysis, primary screen; QFRET BODIPY PC-A2 liposome hydrolysis, fluorescence; inhibition, % at 12.2 µM; 370,000 compounds, 0.56% hits;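 active = inhibition above mean plus 3 SD of compounds lying within the high and low control bounds, cut at about 19% in these data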;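 also: 0% = median of test compound wells and 100% = no enzyme DMSO wells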
Target sequence (Q9NZ20 whole entry, looked up): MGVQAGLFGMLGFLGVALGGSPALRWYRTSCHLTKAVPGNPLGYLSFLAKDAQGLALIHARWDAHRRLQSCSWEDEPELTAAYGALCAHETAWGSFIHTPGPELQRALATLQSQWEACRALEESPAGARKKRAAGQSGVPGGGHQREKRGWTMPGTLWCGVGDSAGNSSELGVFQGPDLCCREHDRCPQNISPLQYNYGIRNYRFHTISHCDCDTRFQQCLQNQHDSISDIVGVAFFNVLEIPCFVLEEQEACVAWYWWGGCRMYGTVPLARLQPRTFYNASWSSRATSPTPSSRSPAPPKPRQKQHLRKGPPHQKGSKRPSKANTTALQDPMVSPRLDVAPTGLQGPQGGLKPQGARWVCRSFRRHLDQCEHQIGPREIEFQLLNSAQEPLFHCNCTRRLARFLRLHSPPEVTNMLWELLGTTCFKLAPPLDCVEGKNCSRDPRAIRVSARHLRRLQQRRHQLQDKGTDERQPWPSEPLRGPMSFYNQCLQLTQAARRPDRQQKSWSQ
PLC-beta3 inh – blocks human PLC-beta3 enzyme activity. Purified PLC-beta3, fluorogenic substrate, fluorescence. inhibition, % at 12.2 µM. 370,000 compounds, 0.18% hits; in the data active = inhibition above about 11%;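 also: 0% = median of compound wells on plate and 100% = full blocker control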
DAX1 inh-2 – inhibitors of human orphan nuclear receptor DAX1 (NR0B1). P51843. HEK293 Gal4-DAX1 luciferase reporter, luminescence. inhibition, % at 6.75 µM. 340,000 compounds, 0.99% hits. AID 504766;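 active = inhibition above the mean over all tested compounds plus 3 SD, cut at about 4.2% in these data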;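 also: 0% = DAX1-transfected cells with DMSO and 100% = empty-vector control cells with DMSO; inhibition shows as a rise in luminescence from relieved DAX1 repression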
Target sequence (P51843 207-470 limits assumed): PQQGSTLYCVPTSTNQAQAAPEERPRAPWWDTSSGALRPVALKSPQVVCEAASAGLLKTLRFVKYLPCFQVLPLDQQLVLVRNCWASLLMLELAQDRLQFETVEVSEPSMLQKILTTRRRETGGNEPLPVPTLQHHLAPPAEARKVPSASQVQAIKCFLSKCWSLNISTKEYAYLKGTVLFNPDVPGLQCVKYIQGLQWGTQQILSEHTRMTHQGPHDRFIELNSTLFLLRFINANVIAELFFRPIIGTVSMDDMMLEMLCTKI
ADAM10 inh – inhibits human ADAM10; O14672; recombinant ADAM10, EDANS/DABCYL FRET peptide cleavage, 3 h; inhibition, % at 7 µM; 370,000 compounds, 0.62% hits; AID 720582;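 active = inhibition above a per-campaign cutoff equal to the mean of compounds falling between control-based bounds plus 3 SD, cut at about 20% in these data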;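 also: 0% = DMSO wells while the 100% control is not disclosed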
PLC-gamma1 inh – PLC-gamma1 (human) inhibition, primary screen; P19174; purified PLC-gamma1, fluorogenic substrate, fluorescence; inhibition, % at 12.2 µM; 370,000 compounds, 0.84% hits; in the data active = inhibition above about 9.5%
FXN GAA850 act – increases GAA850 frataxin promoter reporter activity. activation, % at 6 µM. 360,000 compounds, 0.56% hits. HEK293 lucGAA850 FXN promoter luciferase reporter, 24 h; percent of 10 µM SAHA response;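 active = activation above the average of all compounds screened plus 3 SD, cutoff fixed separately per campaign, cut at about 7.5% in these data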;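 also: 0% = DMSO wells and 100% = 10 µM SAHA wells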
hcDAF-12 act – activates DAF-12 receptor from parasite H. contortus; 370,000 compounds, 1.4% hits; AID 652067; HEK293 hcDAF-12 lit1-tk-luc reporter, luminescence; 0% DMSO, 100% Δ7-dafachronic acid; activation, % at 6.8 µM;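 active = activation above the mean of all tested compounds plus 3 SD, cut at about 5.5% in these data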;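 also: 100% = response to 3 µM Δ7-dafachronic acid high control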
* hit, by the source's call; i = inactive; . = not tested or not shown.

SMILES	hgDAF-12 ag	ssDAF12 agonist	DAX1 inh-1	ADAM17 inh	HGIII-sPLA2 inh	PLC-beta3 inh	DAX1 inh-2	ADAM10 inh	PLC-gamma1 inh	FXN GAA850 act	hcDAF-12 act
Cc1ccc(C)c(N(CC(N)=O)S(C)(=O)=O)c1	2.3	-0.4	0.0	-4	-3	1	1.1	-5	-2	-0.1	-1.6
O=C(OCCc1ccccc1)c1cc(O)c(O)c(O)c1	-1.7	0.0	2.1	4	14	-1	0.6	8	-1	6.8	6.2*
O=C(NCCc1ccccc1)C1CCN(S(=O)(=O)c2ccc(-n3cnnn3)cc2)CC1	0.0	-0.9	0.0	1	-8	-2	1.2	-7	2	-0.7	-0.7
CC(=O)c1cccc(NC(=O)C(C)OC(=O)c2cc(=O)[nH]c3ccccc23)c1 (centres undefined)	-0.9	-0.8	1.7	-32	3	-126	0.6	-93	-123	-0.9	-0.9
Fc1c(F)c(F)c(NC2=NCCCCC2)c(F)c1F	-0.9	-1.1	0.2	2	3	-3	-0.1	4	7	0.4	-1.4
Cc1ccc(-c2nnc(N3CCN(CCO)CC3)c3ccccc23)cc1	-1.0	-1.1	-0.2	-5	4	-7	-0.3	1	-1	1.6	-1.2
COc1ccc(C/C(C)=N/NC(=O)c2ccc(Cl)cc2)cc1	4.4	-1.0	0.8	1	-1	-6	-0.8	0	2	2.7	0.4
CCOC(=O)N1CCN(C(=S)NC(=O)c2nn(C)cc2Br)CC1	-2.8	-0.3	-0.2	0	-1	1	0.2	0	3	0.8	-1.2
N=C1c2c(cc(=O)n3c2[nH]c2ccccc23)CN1CCN1CCOCC1	-0.4	-0.9	-0.4	i	-4	-436	-0.3	i	-302	1.0	1.7
Cc1noc(NS(=O)(=O)c2ccc(NC(=O)/C=C/c3ccc(Br)cc3)cc2)c1C	-0.6	-0.3	0.9	-2	-49	-6	-0.5	22*	7	2.2	0.5
S=C1NCCOCCOCCOCCNC(=S)N2CCOCCOCCN1CCOCCOCC2	0.9	-0.8	-0.2	-3	2	-1	0.0	-5	1	-0.1	-0.7
Cc1cc(C(=O)c2ccc(C(C)(C)C)cc2)c(NC(=O)CCl)s1	-1.2	-0.4	-0.1	3	2	0	0.0	7	4	3.1	0.4
CCCN1CCC(NC(=O)Cc2cccc(C)c2)CC1	-0.6	-1.0	-0.2	-1	1	-6	-0.7	-7	0	0.9	-1.2
O=C(NC1CCCCC1)C1CCCN(c2nnnn2-c2ccccc2)C1 (centres undefined)	-3.5	-1.8	-1.1	-2	5	2	-0.7	4	1	-0.5	-1.6
CCn1c(COc2ccc(Cl)c(C)c2)nnc1SCC(=O)N1CCCC1	-0.4	-2.0	0.5	-2	-5	2	-0.4	-8	-2	-2.8	-2.6
O=C(CSCc1ccc(F)cc1)NCc1cccs1	1.0	-1.5	2.6	-2	-1	-4	0.3	0	3	2.0	-0.9
CCOC(=O)c1sc(Nc2nc3c(OC)cccc3s2)cc1C	1.5	-0.5	0.7	-54	9	i	-0.8	-96	i	5.8	2.0
COc1cc(CN(C(=O)c2ccco2)C2CCS(=O)(=O)C2)cc(OC)c1OC (centres undefined)	0.9	-1.6	0.7	1	8	-5	0.2	8	-1	0.1	3.4
Cc1cc(NC(=O)CSc2nnnn2-c2ccccc2)no1	1.2	-1.3	-0.6	-3	-4	1	0.6	-4	0	3.0	-0.3
CN1C(=O)c2cc(NS(C)(=O)=O)ccc2OC[C@@H]2O[C@@H](CC(=O)NCc3ccc(-c4ccccc4)cc3)CC[C@H]21	-3.1	-1.4	-0.3	-4	-2	1	.	-2	-2	.	0.3
Cc1ccc(C2=NC(C)(C)NC2=O)cc1	3.8	-0.5	0.2	1	2	5	2.1	0	4	-0.5	-0.7
COc1ccc(-c2nc3c(C(=O)NCCN(C)C)cccc3c3ccccc23)cc1	2.0	0.0	-1.7	-21	0	-228	2.1	-83	-190	-1.1	-0.8
COc1ccc(C(=O)/C=C2/c3ccccc3CC(C)(C)N2C)cc1OC	-0.7	-1.1	-0.8	-2	17	-2	-1.5	-3	1	4.2	-2.2
CCc1nc2ccc(C(=O)Nc3ccc(OC)c(OC)c3)cn2c1N(CC)CCOC	2.4	-1.6	-1.4	-2	6	-7	.	5	0	0.2	-1.8
CNc1nnc(-c2ccco2)s1	-0.8	-1.1	-0.4	0	3	-8	-0.8	-6	1	3.9	0.4
Cc1ccc(NS(=O)(=O)c2ccc(-n3cccn3)cc2)c(Cl)c1	-0.8	-1.4	-1.3	3	-18	2	0.0	2	2	0.0	-1.2
CC1CCCC(C)N1C(=O)Cn1nnc(-c2ccccc2)n1 (centres undefined)	-1.7	-0.9	0.0	2	5	-1	-0.1	4	1	2.5	-1.2
N#CC1(c2ccccc2)CCC(=O)N1c1ccccc1 (centres undefined)	-1.6	-2.0	0.1	2	-6	-3	0.5	-1	3	1.7	-3.1
Cc1[nH]c2ccccc2c1-c1ccc(Cl)nn1	10	-1.2	0.4	0	-2	1	-0.7	-1	-2	3.1	-0.1
COc1ccc(/C=N/OCC(=O)N=Nc2c(O)[nH]c3ccc(Br)cc23)cc1OC	1.7	-0.3	-0.3	-2	-5	-1	-0.9	9	6	1.8	2.2
COc1ccc([C@@H]2[C@@H]3C(=O)N(C(C)(C)C)C(=O)[C@@H]3[C@]3(Cc4ccc(Cl)cc4)C(=O)N(c4cccc(F)c4)C(=O)N23)cc1	2.7	-1.2	0.1	0	-1	1	-0.4	2	5	0.0	-0.2
O=C(c1cccc(F)c1)N1CCCC(C(=O)N2CCCCCC2)C1 (centres undefined)	-0.2	-0.9	-0.4	-1	-4	-3	-0.9	-8	1	-0.3	-0.9
O=C(NCc1ccccc1Cl)c1ccc(CS(=O)Cc2ccc(Cl)cc2)o1 (centres undefined)	-0.1	-1.7	-0.8	2	-26	-5	0.7	3	9.5*	0.0	-1.9
CCN1CCN(c2ncc(C(=O)Nc3ccccc3C(=O)OC)c3ccccc23)CC1	-1.0	-1.3	0.3	-3	-20	-183	0.0	-19	-120	3.7	-2.3
CCN1CCN(C(=O)Cn2nc(C)c3sc4ccccc4c3c2=O)CC1	1.1	-0.1	-0.1	-16	4	-14	0.6	-51	-3	1.4	-1.2
CCOC(=O)c1c(NC(C)=O)sc(C(=O)NC2CCCC2)c1C	-2.5	-0.9	-0.3	-2	2	-7	0.9	-8	-2	0.3	-1.8
N#Cc1cn(CCCOc2ccccc2)c2ccccc12	1.8	-1.3	0.0	-1	-14	0	0.3	7	-1	2.2	-2.2
CC1CCCC(C)N1C(=O)COc1ccccc1F (centres undefined)	1.3	-0.6	-0.1	-6	2	-5	0.5	-2	-1	1.2	-1.5
Cc1ccc2nc3c(c(C(=O)OC4CCOC4=O)c2c1)CCCC3 (centres undefined)	-1.4	-1.2	0.4	-47	0	-74	-0.8	-157	-40	1.1	-0.1
COc1ccc(OC)c(C(=O)c2coc3ccc(O)c(CN(C)C)c23)c1	2.6	-1.4	-0.2	0	-5	-4	0.8	1	-2	-0.5	-0.6
CCc1ccccc1NC(=O)C1CCN(S(=O)(=O)c2ccc(N3CCCC3=O)cc2)CC1	1.1	-1.0	0.4	-6	2	2	1.7	-10	0	-2.1	-1.6
Cc1nc(-c2ccc(C(=O)Nc3cccc(Br)c3)cc2)cs1	11*	-1.0	0.1	-8	-6	-4	-3.3	-12	0	-1.1	1.5
COc1cc(/C=N/NC(=O)c2ccncc2)ccc1OCC(=O)Nc1cccc([N+](=O)[O-])c1	-1.7	-1.3	0.6	0	2	-7	-0.5	0	-1	0.5	0.4
COc1ccc(-c2cc(C(F)(F)F)nc(SCC(N)=O)n2)cc1	0.5	-1.4	-0.2	-319	8	-426	-0.6	i	-322	1.2	-1.7
c1ccc2sc(SCSc3nc4ccccc4s3)nc2c1	5.1	-0.8	0.4	-1	3	-7	-0.3	10	1	2.8	-1.3
C=CCCC1CN(Cc2ccc(OC)cc2)S(=O)(=O)c2c(Oc3ccc(OC)cc3)cccc2O1 (centres undefined)	1.0	-1.4	0.1	4	-8	0	.	9	3	.	-1.5
OC(c1ccccc1)(c1ccccc1)C1CCN(CCCOc2cccnc2)CC1	0.1	-1.5	1.1	-2	-1	0	.	1	-1	.	0.6
Cc1oc(-c2ccccc2)nc1C(=O)N1CCN(c2ccc(F)cc2)CC1	-1.4	-1.8	-0.3	1	-5	-7	0.9	3	0	-0.1	0.7
Cc1cc(C)cc(NC(=S)N(CCN(C)C)Cc2cccs2)c1	0.2	-1.5	-0.1	-7	6	-2	0.3	-11	-2	0.6	-1.2
O=c1cc(CSc2n[nH]c(-c3ccncc3)n2)nc2sccn12	-0.6	-1.3	0.2	-1	2	-3	0.2	1	-2	2.7	-0.7
Cn1nnnc1NCc1ccccc1F	-1.8	0.0	-0.1	3	1	-5	0.5	5	-2	1.3	1.5
CCSc1ncc(C#N)c(=O)[nH]1	-0.2	-1.0	-0.5	-1	0	5	-0.5	4	1	-0.7	-1.3
Cc1ccc(S(=O)(=O)N2CCN(C(=O)COC(=O)CCOc3cc(C)ccc3C)CC2)cc1	-0.4	-1.1	0.0	1	-16	-6	-0.8	-1	-2	2.3	-0.7
CC(OC(=O)c1nn(C)c(=O)c2ccccc12)C(=O)NCc1ccc2c(c1)OCO2 (centres undefined)	-2.9	-1.1	-0.1	-1	1	-1	0.6	4	-2	-0.5	0.3
Cc1c(OCC(=O)NCc2ccccn2)ccc2c(-c3ccccc3)cc(=O)oc12	-1.9	-1.4	0.8	-2	4	-2	-0.2	-13	1	-0.5	0.8
Cc1cccc(C(C)C)c1NC(=O)Cc1ccc(S(=O)(=O)N2CCOCC2)s1	-0.9	-0.4	-0.7	-1	-14	3	-1.0	4	0	1.1	-1.4
COc1ccc(S(=O)(=O)N(C)C)cc1NC(=O)COC(=O)c1nc2nccc(C)n2n1	0.6	-0.3	0.0	-4	13	-10	0.6	-11	-2	0.6	-0.1
COc1ccc(CCN2CC(C(=O)Nc3ccc4c(c3)OCO4)CC2=O)cc1OC (centres undefined)	0.4	-1.6	-0.4	-5	4	0	-0.2	1	-1	0.8	0.1
COc1ccc(CC(=O)N2CCN(C(=O)Cc3ccc(OC)c(OC)c3)CC2)cc1OC	0.3	-1.3	-0.1	1	-5	3	1.2	-3	2	-0.5	-0.1
CC1(C)Cc2cccc(OCC(=O)NCCOc3ccccc3)c2O1	-4.9	-1.8	0.6	0	-2	4	-1.2	7	3	3.1	-2.0
C=CCN1C(=O)c2n[nH]c(C(C)C)c2C1c1ccc2c(c1)OCO2 (centres undefined)	-2.4	-0.9	1.5	-7	-2	1	.	-16	1	.	-0.8
O=C(Cn1nc(C(F)F)cc1C(F)F)NNC(=S)Nc1ccc(F)cc1	-1.3	-1.6	0.1	1	9	4	2.2	0	0	0.1	-1.8
